Screening data: PubChem BioAssay, National Center for Advancing Translational Sciences (NCATS)
SW480 rerep: induces DNA re-replication in SW480 colon adenocarcinoma cells. SW480 DNA re-replication, Hoechst DNA content imaging, 48 h. Potency, µM (top dose mostly 46.1 µM), for inactives: at the top dose re-replication activation, most hits filed as activators. 340,000 tested, 1.8% active; also: potency is read from the fitted curve at half-maximal effect; % of control where 0% means no effect; nearly all actives have a fitted effect of over 55% in size
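DNA re-replication was detected as more nuclei of elevated Hoechst intensity after 48 hr exposure to compound (23 nL pinned per well of 250 cells).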
HT1080NT lethal: kills 2HG-producing HT-1080-NT fibrosarcoma cells; HT-1080-NT fibrosarcoma viability, CellTiter-Glo ATP luminescence, 48 h; Potency, µM (doses to about 46.1 µM), without a hit: top-dose activity, negative = less viability, usual class: cytotoxic; 360,000 tested, 1.6% active; AID 686970;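 also: NT is the 2HG producing partner of a matched IDH1 knockdown line; potency is read from the fitted curve at half-maximal effect; 0% = DMSO-treated cells and -100% = media-only wells without cells; nearly all actives have a fitted effect of over 55% in size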
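Luminescent CellTiter-Glo readout after 48 hours of compound exposure at 37 degrees C defined viability of HT-1080-NT cells. Activity was normalized to DMSO wells and cell-free media wells; concentration-response curves were fitted and assigned curve classes.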
GLP1R ag: GLP-1 receptor (human) agonism; HEK293 GLP-1R CRE-luciferase, luminescence, 4-6 h; cells express a hypersensitive GLP-1R form; Potency, µM (titrated, usually from 45.6 µM), inactives show at the highest dose activation, actives largely listed as activators; 380,000 tested, 0.007% active; also: potency is read from the fitted curve at half-maximal effect; % of control where 0% means no effect
Target sequence (P43220 whole entry, looked up): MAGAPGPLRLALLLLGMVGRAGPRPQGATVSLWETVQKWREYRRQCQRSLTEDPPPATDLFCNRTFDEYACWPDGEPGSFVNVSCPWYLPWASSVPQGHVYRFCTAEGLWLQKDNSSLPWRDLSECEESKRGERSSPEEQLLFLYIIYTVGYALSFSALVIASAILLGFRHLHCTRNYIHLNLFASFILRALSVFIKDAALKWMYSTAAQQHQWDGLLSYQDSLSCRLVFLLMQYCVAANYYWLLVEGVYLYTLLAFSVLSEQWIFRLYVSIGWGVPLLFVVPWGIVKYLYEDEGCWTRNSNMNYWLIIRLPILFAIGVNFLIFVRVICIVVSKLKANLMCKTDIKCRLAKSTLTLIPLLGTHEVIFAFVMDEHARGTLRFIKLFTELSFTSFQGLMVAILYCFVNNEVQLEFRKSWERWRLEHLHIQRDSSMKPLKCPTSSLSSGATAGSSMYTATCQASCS
KB-V1 cytotox: KB-V1 MDR subline cytotoxicity; 400,000 tested, 3.4% active; Potency, µM (highest dose often 46.1 µM), for the others: top-dose activity change, negative = cytotoxicity, most hits filed as cytotoxic; KB-V1 MDR cells viability, CellTiter-Glo, 72 h; also: potency is read from the fitted curve at half-maximal effect; % is scaled to controls: 0 for no effect and ±100 for the full control effect; nearly all actives have a fitted effect of over 60% in size
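Luminescent ATP read-out (CellTiter-Glo, 10 min) measures survival of drug-selected KB-V1 MDR cells after 72 h, 37 degrees C compound exposure. Medium: phenol-red-free DMEM, 10% FBS. Values from fitted concentration-response curves.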
DRD3 antagonist: antagonists of human D3 dopamine receptor. P35462. D3R cells, DiscoveRx beta-arrestin luminescence, antagonist mode; active compounds read low. max response, negative = inhibition, %. 360,000 tested, 2.5% active; in the data active = max response below about -50%; inconclusive = no clear call, values can overlap the other calls; also: % is scaled to controls: 0 for no effect and ±100 for the full control effect; mostly tested at two doses, the higher about 12 µM
Target sequence (P35462 whole entry, looked up): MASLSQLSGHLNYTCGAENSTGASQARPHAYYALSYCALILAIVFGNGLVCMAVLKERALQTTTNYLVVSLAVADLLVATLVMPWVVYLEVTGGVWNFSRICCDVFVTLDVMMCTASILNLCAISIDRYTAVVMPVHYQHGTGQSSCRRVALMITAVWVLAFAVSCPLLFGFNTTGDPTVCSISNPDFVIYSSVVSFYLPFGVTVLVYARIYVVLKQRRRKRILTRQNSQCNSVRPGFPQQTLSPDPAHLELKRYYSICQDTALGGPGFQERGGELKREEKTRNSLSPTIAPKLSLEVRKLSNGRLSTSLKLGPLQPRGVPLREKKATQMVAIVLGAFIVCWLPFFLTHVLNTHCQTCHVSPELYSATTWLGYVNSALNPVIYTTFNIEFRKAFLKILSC
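Cells expressing the human receptor were seeded at 1500 cells/well, incubated overnight at 37 degrees C in 5% CO2, then exposed to library compounds with dopamine controls for 90 minutes at 37 degrees C before luminescent detection.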
HT1080 IDH1KD tx: kills HT-1080 cells with IDH1 knockdown; 360,000 tested, 2% active; AID 686971; HT-1080 IDH1 knockdown viability, ATP luminescence, 48 h; Potency, µM (titrated, usually from 46.1 µM), for inactives: top-dose activity, negative = toxicity, most hits filed as cytotoxic;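 also: potency is read from the fitted curve at half-maximal effect; 0% = DMSO wells and -100% = cell-free medium wells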
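Knockdown cells (IDH1KD HT-1080) received compounds 2 h after plating at 750 cells/well and were kept 48 h at 37 °C in 5% FBS RPMI. A CellTiter-Glo luminescence read gave % activity for curve fitting.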
KB-3-1 tox: KB-3-1 parental cell cytotoxicity; KB-3-1 viability, CellTiter-Glo ATP luminescence, 72 h; Potency, µM (series often up to 46.1 µM), inactives show at the top dose activity change, negative = cytotoxic, most hits filed as cytotoxic; 400,000 tested, 1.4% active; AID 1347075; also: potency is read from the fitted curve at half-maximal effect; % is scaled to controls: 0 for no effect and ±100 for the full control effect; nearly all actives have a fitted effect of over 60% in size
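Parental KB-3-1 adenocarcinoma cells in phenol-red-free DMEM with 10% FBS were pin-treated with compounds at several concentrations, incubated 72 h at 37 °C, and viability read by CellTiter-Glo luminescence; concentration-effect curves were fitted after normalization.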
D3 ag: activates the human D3 dopamine receptor | P35462 | D3R DiscoveRx beta-arrestin cells, luminescence, 90 min | max activation, % | 410,000 tested, 0.58% active | AID 652048; in the data active = max activation above about 30%; also: 0% is about no effect; mostly tested at two doses, the higher about 12 µM
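Cells at 1500/well, incubated overnight, then treated with pinned compounds (dopamine as control) for 90 min at 37 degrees C. DiscoveRx reagent added for 30 - 60 minutes at room temperature; luminescence read.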
IL1B secr inh: inhibitors of inflammasome signaling (IL-1 beta secretion); THP-1 LPS/ATP IL-1B secretion, AlphaLISA, 16 h; active compounds read low; activity change, % at 57.5 µM; 360,000 tested, 4.7% active; in the data active = activity change below about -50%; inconclusive = mostly about -30% to -49%; also: % is scaled to controls: 0 for no effect and ±100 for the full control effect
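Secreted IL-1B measured by AlphaLISA bead assay after 16 h compound exposure of THP-1 cells; compounds (final up to 57.5 uM) added 1 h before LPS (250 ng/mL) and ATP (1.25 mM) stimulation; lower signal means less secretion.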
* hit, by the source's call; ? = inconclusive; / = not tested or not shown; & = joins results of further samples; [ ] = remark or other dose. Unless noted, calls follow the shape of the dose curve; as a rule, active = well fitted curve in the direction sought with a large enough effect; inconclusive = small, poorly fitted or top-dose-only effect, or another doubt; inactive = no such curve, though single readings can be large; an effect the other way counts as inactive or inconclusive.

1	COc1ccccc1N(CC(=O)NC1CCCCC1)S(=O)(=O)c1ccccc1
2	CCOC(=O)C1=C(CS(=O)(=O)c2ccccc2)NC(=O)NC1c1ccccc1 (centres undefined)
3	CS(=O)(=O)c1ccc(C(=O)NCC(c2ccco2)N2CCCCC2)cc1 (centres undefined)
4	CCOC(=O)c1c(C)[nH]c(C(=O)OCC(=O)Nc2sccc2C(N)=O)c1C
5	CCOC(=O)c1ccc(NC(=O)c2nc(S(=O)(=O)Cc3ccccc3)ncc2Cl)cc1
6	CC[C@]12c3[nH]c4ccccc4c3CCN1C(=O)C(CC(=O)NCC13CC4CC(CC(C4)C1)C3)C[C@@H]2C(=O)N1CCN(C(=O)C2CC2)CC1 (some centres undefined)
7	CCCCOC(=O)Nc1ccccc1C(=O)N1CCCC1
8	c1cncc(CNc2ncnc3ccc(-c4ccc5c(c4)OCO5)cc23)c1

assay / entry	1	2	3	4	5	6	7	8
SW480 rerep	2%	1%	-6%	?	-5%	19%	?	-10%
HT1080NT lethal	-14%	5%	11%	-6%	5.8µM*	-3%	0%	/
GLP1R ag	7%	-10%	3%	-23%	5%	-3%	0%	-4%
KB-V1 cytotox	1%	12%	-21%	?	?	0%	13µM*	0%
DRD3 antagonist	0	11	12	141	?	-13	1	/
HT1080 IDH1KD tx	-13%	8%	24%	-27%	2.9µM*	-30%	10%	/
KB-3-1 tox	13%	8%	2%	-25%	21µM*	0%	1%	1%
D3 ag	-12	0	-3	28	-37&-29	-1	4	/
IL1B secr inh	-19	10	2	-71*	-105*	0	9	/

Continued (3 carried over from the part before).
6	CC[C@]12c3[nH]c4ccccc4c3CCN1C(=O)C(CC(=O)NCC13CC4CC(CC(C4)C1)C3)C[C@@H]2C(=O)N1CCN(C(=O)C2CC2)CC1 (some centres undefined)
7	CCCCOC(=O)Nc1ccccc1C(=O)N1CCCC1
8	c1cncc(CNc2ncnc3ccc(-c4ccc5c(c4)OCO5)cc23)c1
9	Cc1cc(Nc2cccc(Cl)c2)nc2ccc(NC(=O)COc3ccc(Cl)cc3)cc12
10	O=C(Nc1cccc(Cl)c1)c1nc[nH]c1C(=O)NCCN(CCNC(=O)c1[nH]cnc1C(=O)Nc1cccc(Cl)c1)CCNC(=O)c1[nH]cnc1C(=O)Nc1cccc(Cl)c1
11	COc1ccc(C)cc1NC(=S)N1CCOCC1
12	COc1cccc(CN(C)CC(=O)Nc2ccccc2C(C)C)c1
13	CC(C)(C)OC(=O)N1Cc2cc3ccccc3nc2C1CO (centres undefined)
14	Cn1c(=O)c2c(ncn2CC(=O)OCc2ccccc2)n(C)c1=O
15	CCOC(=O)C1CCN(c2c(N3CCN(c4ccccc4OC)CC3)c(=O)c2=O)CC1
16	Cc1ccc(-c2ccc(=O)n(CC(=O)N3CCN(c4cc(Cl)ccc4C)CC3)n2)cc1

assay / entry	6	7	8	9	10	11	12	13	14	15	16
SW480 rerep	19%	?	-10%	/	1%	-4%	3%	13%	-12%	1%	4%
HT1080NT lethal	-3%	0%	/	/	?	14%	-12%	-1%	24%	17%	14%
GLP1R ag	-3%	0%	-4%	-1%	2%	0%	0%	-7%	-9%	-6%	-14%
KB-V1 cytotox	0%	13µM*	0%	5%	?	0%	?	0%	-11%	?	-8%
DRD3 antagonist	-13	1	/	/	0	1	-25	-5	65	0	-16
HT1080 IDH1KD tx	-30%	10%	/	/	14%	10%	-5%	2%	3%	10%	3%
KB-3-1 tox	0%	1%	1%	10%	21%	20%	-22%	-16%	0%	3%	-2%
D3 ag	-1	4	/	-4	4	2	-5	-3	9	-1	0
IL1B secr inh	0	9	/	/	4	3	-13	6	71	-1	?

17	COC(=O)[C@H](CC(C)C)NC(=O)Nc1cccc(Br)c1
18	COc1ccc(C(C(=O)NCC2CCCO2)N(Cc2cccs2)C(=O)c2snc(C(N)=O)c2N)cc1OC (centres undefined)
19	Cc1ccc(Cc2cnc(NC(=O)/C(C#N)=C/c3ccc(-c4cccc([N+](=O)[O-])c4)o3)s2)cc1
20	COc1ccc(CC(=O)OCC(=O)Nc2ccc3c(c2)OCO3)cc1OC
21	Cc1cc(C(=O)OCC(=O)Nc2ccc(F)c(F)c2)c(C)o1
22	NS(=O)(=O)c1ccc(Nc2ncccc2[N+](=O)[O-])cc1
23	O=C(CSc1cn(CCNC(=O)c2c(F)cccc2F)c2ccccc12)Nc1ccc(F)cc1
24	COc1cc(/C=C(\C#N)c2nc(-c3cc4ccccc4oc3=O)cs2)ccc1O

assay / entry	17	18	19	20	21	22	23	24
SW480 rerep	-1%	-3%	9%[9.22 µM]	-1%	-3%	3%	/	-4%
HT1080NT lethal	0%	8%	2%	0%	-1%	17%	/	-3%
GLP1R ag	-3%	0%	-7%	7%	0%	28%	-1%	2%
KB-V1 cytotox	0%	-13%	18µM*	-6%	?	?	-15%	0%
DRD3 antagonist	4	10	-60*	1	29	-17	/	-30
HT1080 IDH1KD tx	9%	-3%	0%	11%	-13%	3%	/	-1%
KB-3-1 tox	19%	-8%	15µM*	6%	4%	1%	2%	-20%
D3 ag	-3	10	-4	1	-2	3	9	-12
IL1B secr inh	-4	6	30	12	-1	-7	/	23

25	O=C(N/N=C/c1cccnc1)c1cccc(NC(=O)c2ccc(Cl)cc2)c1
26	COc1ccccc1OCc1nnc(SCC(=O)c2cc(Cl)ccc2OC)o1
27	COc1ccc(CCC(C)Nc2ccc(F)cc2)cc1 (centres undefined)
28	CCCSCCCNC(=O)c1cc2c(s1)CS(=O)(=O)C2
29	CCOc1ccc(S(=O)(=O)N2CCCC(C(=O)NCc3ccncc3)C2)cc1 (centres undefined)
30	NS(=O)(=O)c1ccc(CNC(=O)c2cccc(S(=O)(=O)N3CCc4ccccc43)c2)cc1
31	Cc1cccc(-n2c(SC(C)C(=O)O)nc3sc4c(c3c2=O)CCCC4)c1 (centres undefined)
32	COc1ccc(NC(=O)CSc2nc(O)cc(=O)n2-c2ccccc2OC)cc1

assay / entry	25	26	27	28	29	30	31	32
SW480 rerep	-13%	-1%	-2%	-23%	1%	-1%	-14%	-14%
HT1080NT lethal	0%	-24%	25%	0%	-3%	2%	-2%	5%
GLP1R ag	7%	-8%	9%	14%	-17%	0%	-3%	-6%
KB-V1 cytotox	-9%	?	?	-16%	/	?	0%	14%
DRD3 antagonist	11	40	-11	22	1	11	-3	7
HT1080 IDH1KD tx	-9%	-22%	3%	15%	0%	0%	-11%	4%
KB-3-1 tox	2%	-3%	0%	-3%	/	-3%	0%	7%
D3 ag	2	-2	-3	-1	13	0	3	2
IL1B secr inh	11	-12	23	-8	17	-11	38	15

33	COc1cccc(C(C)(O)c2nc(-c3ccc4ccccc4c3)cs2)c1 (centres undefined)
34	CCC(=O)c1ccccc1OCCN1CCN(Cc2ccccc2)CC1
35	CC1CCN(C(=O)CCN2C(=O)C3C4C=CC(C4)C3C2=O)CC1 (centres undefined)
36	COc1cc(NC(=O)CN2C(=O)NC(C)(CCC(C)C)C2=O)cc(OC)c1 (centres undefined)
37	Cc1ccc(CCN2CC(C(=O)NC3CCC(C)CC3)CC2=O)cc1 (centres undefined)
38	COc1cccc(C(C)(O)c2nc(/C=C/c3ccccc3)cs2)c1 (centres undefined)
39	CCC(C)NC(=O)C1c2ccccc2C(=O)N1Cc1ccccc1OC (centres undefined)
40	Cc1cccc(NC(=O)c2cccc(S(=O)(=O)NCc3ccccc3)c2)n1

assay / entry	33	34	35	36	37	38	39	40
SW480 rerep	/	-1%	-14%	-2%	/	/	-8%	?
HT1080NT lethal	?	6%	9%	0%	-1%	-29%	14%	1%
GLP1R ag	-7%	7%	-2%	0%	7%	4%	25%	5%
KB-V1 cytotox	?	?	0%	4%	-25%	-4%	-20%	0%
DRD3 antagonist	23	-84*	12	6	0	-61*	-12	2
HT1080 IDH1KD tx	?	-8%	0%	-2%	4%	-20%	-11%	-11%
KB-3-1 tox	?	5%	-1%	-11%	1%	-1%	0%	-9%
D3 ag	4	-18	-4	-6	3	-13	-19	0
IL1B secr inh	28	-1	9	11	3	29	-4	-3

41	COC(=O)c1cc2n(n1)CCN(Cc1ccccc1Cl)C2=O
42	COc1ccc([C@H]2CC(=O)C=C(c3ccc(OC(F)(F)F)cc3)C2)cc1OC
43	CC1(C)CC(NC(=O)COc2ccccc2Cl)CC(C)(C)N1
44	COC(=O)CNC(=O)CCc1nnc(C2(c3ccc(Cl)cc3)CCC2)o1
45	CCN1CCN(C(c2cccs2)C(C)NC(=S)Nc2cc(C)ccc2C)CC1 (centres undefined)
46	COCCNC(=O)c1cnn2c(C(F)(F)F)cc(-c3ccc4c(c3)OCO4)nc12
47	CCC1(C)Cc2ccccc2-c2nc(SC)[nH]c(=O)c21 (centres undefined)
48	CC(CC(=O)O)CC(=O)Nc1ccccc1C(=O)O (centres undefined)

assay / entry	41	42	43	44	45	46	47	48
SW480 rerep	-5%	0%	?	-11%	-10%	-1%	27%	0%
HT1080NT lethal	-3%	-9%	-2%	?	-13%	-13%	?	2%
GLP1R ag	-3%	31%	6%	6%	4%	-8%	20%	-6%
KB-V1 cytotox	-16%	-19%	6%	-8%	2%	2.1µM*	?	?
DRD3 antagonist	25	22	-22	-17	?	33	-9	29
HT1080 IDH1KD tx	12%	-3%	2%	0%	-10%	2%	?	6%
KB-3-1 tox	-4%	11%	0%	15%	4%	0%	?	1%
D3 ag	2	25	-6	1	-19	-10	-9	3
IL1B secr inh	-21	?	-18	13	-8	18	28	0

Whole records as entered above. Values in the order: SW480 rerep | HT1080NT lethal | GLP1R ag | KB-V1 cytotox | DRD3 antagonist | HT1080 IDH1KD tx | KB-3-1 tox | D3 ag | IL1B secr inh
Results for CCN1CCN(C(c2cccs2)C(C)NC(=S)Nc2cc(C)ccc2C)CC1 (centres undefined) : -10% | -13% | 4% | 2% | ? | -10% | 4% | -19 | -8
Results for CCOc1ccc(S(=O)(=O)N2CCCC(C(=O)NCc3ccncc3)C2)cc1 (centres undefined) : 1% | -3% | -17% | / | 1 | 0% | / | 13 | 17
